High-throughput results: PubChem, National Center for Advancing Translational Sciences (NCATS)
Tb PFK inh = T. brucei PFK enzyme inhibition. O15648. T. brucei PFK, ADP-Glo luminescence. Potency, µM (doses to about 57.5 µM), without a hit: at the highest dose activity, negative = inhibition, most hits filed as inhibitors. hit rate 0.17% among 330,000;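 also: potency is read from the fitted curve at half-maximal effect; 0% = uninhibited 1x PFK enzyme wells and -100% = no-enzyme wells; nearly all actives have a fitted effect of over 60% in size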
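PFK 1.25 nM, F6P 0.5 mM, ATP 0.1 mM, 0.1 M TEA pH 8.0, 5 mM MgCl2, 0.01% Tween20, 0.1% BSA; 45 min RT. ADP-Glo readout. qHTS titration up to 57 uM; curves fitted, compounds curve-classed.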
p53 reactivation = restores transcriptional activity of mutant p53. H1299 p53-A138V BP100-luciferase reporter, luminescence, 24 h. Potency, µM (doses to about 92.2 µM), without a hit: at the highest dose activity change, positive = activation, most hits filed as activators. hit rate 0.063% among 320,000. AID 504706; also: potency is read from the fitted curve at half-maximal effect; % of control where 0% means no effect; nearly all actives have a fitted effect of over 45% in size
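H1299 (p53-null), stable ts p53-A138V + BP100-Luc; 1000 cells/well, Opti-MEM/10% FBS; cpd 4 pt, 1:5; 24 h, 37 deg C, 5% CO2; detection reagent 10 min RT; luminescence.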
TRPV1 agonist = activates the human vanilloid receptor TRPV1. TRPV1-expressing cells, Fluo-8 calcium influx, agonist mode. activation, % at 8.33 µM. hit rate 0.19% among 320,000. AID 540275; in the data active = activation above about 80%; inconclusive = between about 30% and that limit; also: 0% is about no effect
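TRPV1-expressing cells were cultured overnight at 35.5C and loaded with Fluo-8 calcium dye for 40 to 90 min at room temperature. After a 10 s baseline, compound was added and calcium influx was read kinetically for 3 min (ex 480/em 520 nm).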
RORgamma inh = blocks mouse ROR gamma transcriptional activity; Drosophila S2 Gal4-RORgamma UAS-luciferase reporter, 20 h; Potency, µM (series often up to 53.6 µM), for the others: at the highest dose activity change, negative = inhibition, most hits filed as inhibitors; P51450; hit rate 5.4% among 310,000; also: potency is read from the fitted curve at half-maximal effect; % is scaled to controls: 0 for no effect and ±100 for the full control effect; nearly all actives have a fitted effect of over 60% in size
Target sequence (P51450 whole entry, looked up, the tested form may be a part): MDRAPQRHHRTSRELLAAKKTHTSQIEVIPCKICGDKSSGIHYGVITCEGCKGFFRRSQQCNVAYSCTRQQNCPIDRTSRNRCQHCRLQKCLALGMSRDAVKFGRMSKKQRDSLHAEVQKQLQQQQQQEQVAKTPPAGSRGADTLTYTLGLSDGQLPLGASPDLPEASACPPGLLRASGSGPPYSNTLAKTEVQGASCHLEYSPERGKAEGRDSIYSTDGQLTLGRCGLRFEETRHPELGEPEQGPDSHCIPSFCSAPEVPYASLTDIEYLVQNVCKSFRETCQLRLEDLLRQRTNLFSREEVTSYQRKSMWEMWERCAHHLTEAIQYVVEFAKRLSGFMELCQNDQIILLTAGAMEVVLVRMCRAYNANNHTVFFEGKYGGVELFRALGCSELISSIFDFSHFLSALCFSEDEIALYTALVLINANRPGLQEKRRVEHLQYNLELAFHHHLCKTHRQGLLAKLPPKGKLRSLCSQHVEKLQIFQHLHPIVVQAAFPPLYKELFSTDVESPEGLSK
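ROR gamma transcriptional activity was tracked as Gal4-UAS luciferase output in stably transfected Drosophila Schneider cells, with compound added 1 hr before 700 uM copper sulfate induction and a 20 hr ambient-temperature incubation.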
ELG1 genotox = induces genotoxicity in HEK293T cells with luciferase-tagged ELG1. AID 504466. HEK293T ELG1-luciferase reporter, luminescence, 16 h. hit rate 1.3% among 330,000. Potency, µM (top dose mostly 46 µM), inactives show top-dose activity change, positive = activation, usual class: activators; also: potency is read from the fitted curve at half-maximal effect; % of control where 0% means no effect; nearly all actives have a fitted effect of over 60% in size
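Genotoxicity was scored as increased ELG1-luciferase reporter signal, measured by ONE-Glo luminescence (30 min, room temperature). Compound or vehicle exposure of the HEK293T reporter cells lasted 16 hr at 37°C.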
ELG1 DNA repair = blocks ELG1-dependent DNA repair in HEK293T cells | Potency, µM (series often up to 46.1 µM), for inactives: at the top dose activity change, negative = inhibition, hits mostly inhibitors | hit rate 2.3% among 330,000 | HEK293T ELG1-luciferase reporter, luminescence, 16 h; DNA damage induced by 5-fluorouridine; also: potency is read from the fitted curve at half-maximal effect; % is scaled to controls: 0 for no effect and ±100 for the full control effect; nearly all actives have a fitted effect of over 55% in size
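Quantitative HTS, concentration-response format. 2,000 cells/well co-treated with 5-fluorouridine and compound, 16 hr in 5% CO2 at 37 °C; ONE-Glo luminescence read after 30 min.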
FLuc modulator = counter-screen for miR-21 project: firefly luciferase inhibitors or activators; Potency, µM (highest dose often 57.5 µM), for inactives: at the top dose activity change, negative = inhibition, most hits filed as inhibitors; hit rate 6.9% among 360,000; purified FLuc, Km substrates, luminescence inhibition;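 also: potency is read from the fitted curve at half-maximal effect; plate controls were vehicle for no effect and reference inhibitor for full effect; nearly all actives have a fitted effect of over 55% in size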
Target sequence (P08659 whole entry, looked up): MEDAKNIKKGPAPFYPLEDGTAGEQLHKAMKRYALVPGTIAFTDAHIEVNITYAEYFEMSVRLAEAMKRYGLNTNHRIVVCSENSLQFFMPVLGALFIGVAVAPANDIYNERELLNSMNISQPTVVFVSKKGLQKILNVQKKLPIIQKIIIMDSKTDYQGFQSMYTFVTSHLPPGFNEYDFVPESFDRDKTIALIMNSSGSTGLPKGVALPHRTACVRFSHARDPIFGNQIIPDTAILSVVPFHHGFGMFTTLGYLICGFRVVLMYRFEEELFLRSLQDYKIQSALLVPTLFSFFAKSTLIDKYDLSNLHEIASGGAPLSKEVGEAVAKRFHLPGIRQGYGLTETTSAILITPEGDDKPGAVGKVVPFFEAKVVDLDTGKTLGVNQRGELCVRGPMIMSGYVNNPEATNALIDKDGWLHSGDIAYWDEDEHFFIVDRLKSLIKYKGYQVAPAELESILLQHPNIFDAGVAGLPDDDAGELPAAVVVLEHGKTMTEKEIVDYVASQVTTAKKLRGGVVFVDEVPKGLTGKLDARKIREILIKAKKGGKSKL
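Purified P. pyralis luciferase, 10 nM final, with Km-level 10 uM D-luciferin and 10 uM ATP in 50 mM Tris acetate pH 7.5, 10 mM Mg acetate, 0.01% Tween-20, 0.05% BSA; 6-point qHTS titration about 60 µM downward; luminescence read.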
Rab9 promoter act = activates the Rab9 promoter. Huh7 Rab9 promoter-luciferase reporter, luminescence, 24 h. Potency, µM (doses to about 9.22 µM), for inactives: at the highest dose activation, negative = inhibition, most hits filed as activators. hit rate 2.8% among 320,000. AID 485297; also: potency is read from the fitted curve at half-maximal effect; % of control where 0% means no effect; nearly all actives have a fitted effect of over 60% in size
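Cell-based reporter: Huh7 stable for Rab9 promoter-driven luciferase, plated in reduced-serum medium with 10% FBS at 1500 cells/well, compound-treated 24 h at 37 °C, luminescence read after 10 min reagent.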
NPC1 promoter act = activators of NPC1 promoter; Huh7 NPC1 promoter luciferase reporter, 24 h; Potency, µM (series often up to 9.22 µM), without a hit: at the highest dose activation, most hits filed as activators; hit rate 2.4% among 320,000; AID 485313;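 also: potency is read from the fitted curve at half-maximal effect; % of control where 0% means no effect; nearly all actives have a fitted effect of over 60% in size; reporter is driven by a mutant NPC1 promoter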
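Huh7 cells stably carrying NPC1 promoter–luciferase, plated in Opti-MEM with 10% FBS for 2 h, were exposed to compound in DMSO for 24 h at 37 °C; luciferase reagent was added for 10 min and luminescence read.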
Gal4-VP16 FLuc = inhibits Gal4-VP16 luciferase reporter, ROR gamma counter-screen; Drosophila S2 Gal4-VP16 UAS-luciferase, luminescence, 20 h; Potency, µM (top dose mostly 53.6 µM), for the others: top-dose activity, negative = inhibition, most hits filed as inhibitors; hit rate 3.5% among 310,000;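 also: Gal4-VP16 expression switched on by copper sulfate through the metallothionein promoter; potency is read from the fitted curve at half-maximal effect; % is scaled to controls: 0 for no effect and ±100 for the full control effect; nearly all actives have a fitted effect of over 50% in size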
BRCA1 expr act = increases BRCA1 expression; Potency, µM (doses to about 46.1 µM), for inactives: top-dose activation, actives largely listed as activators; hit rate 1.1% among 380,000; MCF7-BRCA1-FFLuc reporter, luminescence, 48 h; response scale: scaled: vehicle 0%, 10 µM genistein 100%; also: potency is read from the fitted curve at half-maximal effect; nearly all actives have a fitted effect of over 80% in size; some results filed as inactive show a strong effect at the top dose
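Cells: MCF7-BRCA1-FFLuc, 2000/well. Exposure: 48 h, 37 °C, 5% CO2. Read: luminescence, 15 min post-substrate. Controls: genistein 10 microM (maximal activation), DMSO (neutral).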
An asterisk follows results filed as active; ? = inconclusive; . = not tested or not shown; [ ] = dose if it differs, or a comment. Unless noted, calls follow the shape of the dose curve; as a rule, active = well fitted curve in the direction sought with a large enough effect; inconclusive = small, poorly fitted or top-dose-only effect, or another doubt; inactive = no such curve, though single readings can be large; an effect the other way counts as inactive or inconclusive. Compounds were not picked by outcome, and some 15% of all compounds hit somewhere here.

mol,Tb PFK inh,p53 reactivation,TRPV1 agonist,RORgamma inh,ELG1 genotox,ELG1 DNA repair,FLuc modulator,Rab9 promoter act,NPC1 promoter act,Gal4-VP16 FLuc,BRCA1 expr act
CC[C@]12c3[nH]c4cc(-c5ccco5)ccc4c3CCN1C(=O)[C@@H](CC(=O)NCCCN(C)C)C[C@@H]2C(=O)N1CCN(C(=O)c2ccco2)CC1,0%,-4%,.,.,1%,5%,.,.,.,.,11%
O=C(N/N=C/c1ccccn1)c1cc(-c2ccc(Br)cc2)nc2ccccc12,-2%,?,-1,0.63µM*,?,?,5.4µM*,-3%,-4%,1.1µM*,-82%
CCCn1c(O)c(N=NC(=O)CNC(=O)c2cccnc2)c2ccccc21,-4%,-5%,0,16%,0%[9.26 µM],2%,0%,-1%,0%,-4%,13%
CCOc1ccc(C(=O)NCCCCNC(=O)c2ccc(OCC)cc2)cc1,1%,-4%,-5,-3%,?,?,?,?,3.5µM*,-14%,110%
NC(=O)CSc1nnc2n(N)c(=O)c3ccccc3n12,2%,4%,2,3%,0%,-4%,-2%,1%[1.84 µM],-2%,-8%,4%
CCOc1ccc(N2C(=O)CC(N3CCN(C(=O)c4ccco4)CC3)C2=O)cc1 (centres undefined),5%,-13%,6,0%,3%,0%,2%,4%,-2%,-6%,17%
Cc1ccnc(NC(=O)C2CCN(S(=O)(=O)c3c(C)c(C)cc(C)c3C)CC2)c1,-4%,-37%[inhibitor],8,19%,-12%,?,-2%,-18%,-12%,?,-53%
CCCNC(=O)COC(=O)/C=C/c1ccc2c(c1)OCO2,0%,4%,0,25%,3%,13%,-8%,-3%,8%,-2%,-7%
CCOc1ccc(NC2CCCCC2NS(=O)(=O)c2ccccc2)cc1 (centres undefined),-4%,-13%,9,13%,-4%,-8%,2%,-4%,2%,-10%,-2%
O=C(NC(C(=O)N/N=C/c1cc([N+](=O)[O-])ccc1O)c1n[nH]c(=O)c2ccccc12)c1ccccc1 (centres undefined),1%,3%,-2,16%,-1%,?,0%,-1%,-1%,3%,-26%
O=C(Nc1ccc(N2CCOCC2)cc1)c1ccccc1SCC(=O)N1CCCC1,-3%,0%,1,-20%,-6%,0%,-15%,3%,-2%,-5%,-13%
OCCC1CN(Cc2cc(F)ccc2-n2cccn2)CCN1C1CCCC1 (centres undefined),0%,-2%,7,7%,0%,-4%,5%,0%,-4%,-6%,-23%
Cc1ccc(C)c(OCC(O)CNC2CCCC2)c1 (centres undefined),-1%,.,9,0%,-1%,6%,-1%,-3%,-1%,6%,7%
CCN1C(=O)c2cccc3c(S(=O)(=O)NC(Cc4c[nH]c5ccccc45)C(=O)O)ccc1c23 (centres undefined),-3%,5%,0,11%,-4%,3%,-2%,-10%,-2%,1%,-23%
O=C(CCc1nc2ccccc2c(=O)[nH]1)NCc1ccco1,2%,-3%,-1,2%,-3%,3%,-4%,-2%,-5%,12%,-64%
COc1ccccc1Oc1ccc2c(c1)C(=O)N(c1ccccc1)C2=O,-2%,20%,2,?,-1%,-1%,9.5µM*,1%,-6%,-13%,-3%
COc1cccc(C(=O)N/N=C2/SCC(=O)N2CCc2ccc(OC)c(OC)c2)c1,-9%,-6%,0,8%,-1%,-9%,-1%,6%,12%,0%,-4%
O=c1[nH]cc(S(=O)(=O)N2CCCc3ccccc32)c(=O)[nH]1,3%,5%,0,.,0%,6%,2%,1%,2%,.,-8%
CCC(NC(=O)c1cc(COc2cncc(Cl)c2)on1)c1ccc(C)cc1 (centres undefined),-3%,-15%,?,?,0%,-4%,3%,0%,2%,?,0%
CN(C)S(=O)(=O)c1cccc(NC(=O)COC(=O)/C=C/c2ccc([N+](=O)[O-])cc2)c1,-3%,-1%,-4,13%,1%,20%,-17%,-4%,-1%,-1%,8%
OC(COCc1cccs1)CN1CCN(c2cccc(C(F)(F)F)c2)CC1 (centres undefined),5%,0%,12,0%,-1%,-5%,3%,2%,-4%,-3%,38%
COc1ccc(-c2nsc3c(SCc4ccccc4)ncnc23)cc1,0%,25%,-1,19%,6%,21%,-19%,17%,9%,-4%,-1%
Cc1ccc(-c2nc3c(c(=O)c4ccccc4n3C)c(=O)n2Cc2ccco2)cc1,0%,-5%,.,-7%,-2%,-21%,0%,1%,-3%,-8%,6%
CSc1n[nH]c(NC2=CC(=O)CCC2)n1,0%,7%,3,22%,-1%,0%,-2%,-5%,-4%,0%,5%
CN(C)c1ccc(/C=C(\NC(=O)c2ccccc2)C(=O)NCc2ccncc2)cc1,10%,-2%,6,3%,-15%,-1%,?,5%,1%,1%,-3%

Following part
mol,Tb PFK inh,p53 reactivation,TRPV1 agonist,RORgamma inh,ELG1 genotox,ELG1 DNA repair,FLuc modulator,Rab9 promoter act,NPC1 promoter act,Gal4-VP16 FLuc,BRCA1 expr act
Cc1cccc(NC2(C(F)(F)F)N=C(c3ccccc3)NC2=O)n1 (centres undefined),-2%,-4%,4,2%,-1%,-6%,5%,4%,-2%,-12%,-1%
Cc1ccc(S(=O)(=O)N2CCCOC2CNC(=O)C(=O)NCCC2=CCCCC2)cc1 (centres undefined),-1%,10%,-7,?,-2%,-14%,5%,-11%,-2%,?,-56%
CC(=O)CCc1c(C)[nH]c2ccc(NC(C)=O)cc2c1=O,1%,2%,0,-7%,2%,-1%,-1%,1%,-6%,-3%,14%
Cc1cccc(C)c1OCC(=O)NNC(=O)Nc1ccc(Cl)cc1,4%,-12%,0,-12%,-4%,?,4%,-3%,-2%,2%,-1%
CC(=O)c1ccc(N2CCN(c3ccccc3O)CC2)c([N+](=O)[O-])c1,16%,12%,3,?,-8%,-7%,0%,0%,2%,?,12%
CCC(=O)Nc1nnc(S(=O)(=O)N2CCCc3ccccc32)s1,0%,8%,1,-1%,1%,-2%,1%,-5%,-1%,0%,-2%
O=C1NC[C@H](CC2CCCCC2)N(CCc2cccc(F)c2)C1=O,-22%,2%,1,.,0%,-1%,2%,-3%,-2%,.,0%
O=C(NCC1CCN(Cc2ccccc2F)CC1)Nc1cc(F)ccc1F,-11%,-2%,7,-3%,-5%,-7%,1%,2%,3%,12%,5%
CCCN1CCC(CCOc2ccccc2)(C(=O)OCC)CC1,1%,3%,5,-20%,-1%,-4%,-1%,-1%,2%,4%,0%
Cc1ccc(OCc2nc(-c3ccc(Cl)cc3)n[nH]2)cc1,4%,11%,2,10%,3%,30%,?,13%,3%,-19%,77%
O=C(CCS(=O)(=O)c1ccc(Br)cc1)N1CCN(Cc2ccccc2)CC1,5%,3%,18,28%,-8%,-4%,-1%,-7%,-1%,2%,-2%
COc1ccc(Cn2nnnc2C(C(C)C)N2CCN(c3ccccc3OC)CC2)cc1 (centres undefined),0%,10%,11,4%,-12%,?,-1%,-1%,-4%,-25%,-59%
CCCS(=O)(=O)c1nc(S(=O)(=O)c2ccc(C)cc2)c(N2CCN(C)CC2)s1,-5%,12%,-1,-11%,-7%,7%,2%,-2%,0%,6%,-32%
Cc1cc(C(=O)N2CCCC(C(=O)c3cccc4ccccc34)C2)nc(C)n1 (centres undefined),0%,7%,4,?,0%,-4%,-9%,0%,1%,29%,8%
CCN(CC)CCn1c(=S)[nH]c2cc(C(=O)NCc3ccc(C)cc3)ccc2c1=O,-3%,-2%,-2,-21%,3%,21%,2%,2%,-2%,1%,-19%
Cc1ccccc1-c1nnc(SCc2ccccc2F)o1,4%,?,14,-32%,?,?,1.9µM*,3.5µM*,3.2µM*,-2%,?
CCOC(=O)C1=C(COC(=O)/C=C/c2ccc(C)o2)NC(=O)NC1C (centres undefined),0%,-6%,11,.,0%,1%,3%,-4%,1%,.,3%
